PREPL inh – PREPL enzyme inhibitors, primary screen, biochemical, fluorescence polarization. Prolyl endopeptidase-like (Homo sapiens), Q4J6C6. recombinant PREPL, fluorescence polarization activity-based probe. inhibition, % at 5.96 µM. actives 0.68% (n = 320,000). AID 2751, 2010; in the data active = inhibition above about 43%;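 also: 0% = enzyme with DMSO and 100% = wells lacking enzyme; many of its hits are not listed in these tables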
PAFAH2 FP inh – PAFAH2 enzyme inhibitors, primary screen, biochemical, fluorescence polarization, human. Platelet-activating factor acetylhydrolase 2, cytoplasmic (Homo sapiens), Q99487. recombinant PAFAH2, FP-rhodamine activity probe. inhibition, % at 3.39 µM. actives 0.99% (n = 340,000). AID 492956, 2010;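 active = inhibition above the mean over all tested compounds plus 3 SD, cut at about 30% in these data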;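 also: inhibitors block probe labeling of enzyme so polarization drops; 0% = enzyme with DMSO and 100% = wells lacking PAFAH2 protein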
LYPLA2 counter – LYPLA2 inhibitors, primary screen, counter-screen for PME1 inhibitor project, biochemical, fluorescence polarization, FP-Rh probe ABPP; Acyl-protein thioesterase 2 (Homo sapiens), O95372; recombinant LYPLA2; inhibition, % at 5.9 µM; actives 0.38% (n = 320,000);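 active = inhibition above the screen-wide mean plus 3 SD, limit set per campaign, cut at about 26% in these data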;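 also: 0% = LYPLA2 with DMSO and 100% = wells lacking LYPLA2 enzyme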
Target sequence (O95372 whole entry, looked up): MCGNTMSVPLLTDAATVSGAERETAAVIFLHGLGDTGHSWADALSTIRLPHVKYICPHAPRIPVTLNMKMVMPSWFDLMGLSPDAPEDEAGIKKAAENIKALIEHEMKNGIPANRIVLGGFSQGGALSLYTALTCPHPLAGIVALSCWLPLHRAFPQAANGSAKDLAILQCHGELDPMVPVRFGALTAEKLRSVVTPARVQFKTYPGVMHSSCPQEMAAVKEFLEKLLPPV
LYPLA1 counter – LYPLA1 inhibitors, primary screen, counter-screen for PME1 inhibitor project, biochemical, fluorescence polarization, FP-Rh probe ABPP; inhibition, % at 5.9 µM; Acyl-protein thioesterase 1 (Homo sapiens), O75608; actives 0.16% (n = 320,000); recombinant LYPLA1;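 active = inhibition above the mean of all tested compounds plus 3 SD, set per campaign, cut at about 14% in these data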;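 also: inhibitors block serine hydrolase probe labeling of LYPLA1 so polarization falls; 0% = enzyme with DMSO and 100% = wells lacking LYPLA1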
pPAFAH inh – pPAFAH enzyme inhibitors, primary screen, biochemical, fluorescence polarization, human | Platelet-activating factor acetylhydrolase (Homo sapiens), Q13093 | recombinant pPAFAH, FP-rhodamine probe fluorescence polarization | inhibition, % at 3.39 µM | actives 1.5% (n = 330,000) | AID 463082, 2010;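 active = inhibition above the mean inhibition across the screen plus 3 SD, cut at about 25% in these data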;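 also: inhibitors block binding of the rhodamine activity-based probe so polarization drops; 0% = enzyme with DMSO and 100% = wells lacking pPAFAH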
Target sequence (Q13093 whole entry, looked up): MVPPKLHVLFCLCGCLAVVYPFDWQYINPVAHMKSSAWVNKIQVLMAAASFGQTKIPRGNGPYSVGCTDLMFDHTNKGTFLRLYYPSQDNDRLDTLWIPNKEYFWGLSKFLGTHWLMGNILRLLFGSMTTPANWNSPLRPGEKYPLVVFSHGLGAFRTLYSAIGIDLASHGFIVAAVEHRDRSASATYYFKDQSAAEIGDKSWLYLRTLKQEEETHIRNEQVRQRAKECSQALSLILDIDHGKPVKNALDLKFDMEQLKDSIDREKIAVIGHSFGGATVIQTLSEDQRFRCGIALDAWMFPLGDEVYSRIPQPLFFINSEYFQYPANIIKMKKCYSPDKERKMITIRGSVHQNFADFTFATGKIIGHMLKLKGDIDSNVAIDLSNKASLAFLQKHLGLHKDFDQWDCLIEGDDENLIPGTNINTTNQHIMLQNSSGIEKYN
PAD4 FP inh – human PAD4 inhibitors, primary screen, biochemical, fluorescence polarization, 1536-well format; inhibition, % at 6.36 µM; AID 485272, 2010; recombinant PAD4, RCA probe fluorescence polarization; Protein-arginine deiminase type-4 (Homo sapiens), Q9UM07; actives 0.41% (n = 330,000);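 active = percent inhibition above a cutoff equal to the mean of all tested compounds plus 3 SD, cut at about 15% in these data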;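 also: 0% = PAD4 with RCA probe and DMSO and 100% = probe without PAD4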
GSTO1 counter – inhibitors of recombinant GSTO1, primary screen, counter-screen for RBBP9 inhibitor project, biochemical, fluorescence polarization | AID 1974, 2009 | inhibition, % at 5.96 µM | activity-based probe fluorescence polarization | Glutathione S-transferase omega-1 (Homo sapiens), P78417 | actives 1.1% (n = 300,000);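 active = inhibition above the campaign mean inhibition plus 3 SD, cut at about 35% in these data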;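 also: 0% = GSTO1-1 with DMSO and 100% = wells lacking GSTO1-1 enzyme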
PAFAH1B3 FP inh – PAFAH1B3 enzyme inhibitors, primary screen, biochemical, fluorescence polarization, human; Platelet-activating factor acetylhydrolase IB subunit alpha1 (Homo sapiens), Q15102; recombinant PAFAH1B3, FP-rhodamine probe; inhibition, % at 3.39 µM; actives 0.28% (n = 340,000); AID 492972, 2010;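 active = inhibition above the screen-wide average of all tested compounds plus 3 SD, cut at about 25% in these data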;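 also: 0% = enzyme with DMSO only and 100% = wells lacking PAFAH1B3 protein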
PAFAH1B2 inh – PAFAH1B2 enzyme inhibitors, primary screen, biochemical, fluorescence polarization, human; Platelet-activating factor acetylhydrolase IB subunit alpha2 (Homo sapiens), P68402; recombinant PAFAH1B2, FP-rhodamine activity probe; inhibition, % at 3.39 µM; actives 1.2% (n = 340,000); AID 492953, 2010;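 active = inhibition above the mean of all tested compounds plus 3 SD, cut at about 24% in these data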;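 also: 0% = enzyme with DMSO and 100% = wells lacking PAFAH1B2; many of its hits are not listed in these tables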
Target sequence (P68402 whole entry, looked up): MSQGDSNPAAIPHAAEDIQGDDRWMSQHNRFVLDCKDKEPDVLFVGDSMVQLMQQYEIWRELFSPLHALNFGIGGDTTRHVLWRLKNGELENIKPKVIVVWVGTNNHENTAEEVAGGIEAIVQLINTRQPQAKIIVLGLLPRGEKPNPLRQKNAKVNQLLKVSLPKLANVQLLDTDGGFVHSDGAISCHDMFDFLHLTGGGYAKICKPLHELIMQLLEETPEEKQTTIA
An asterisk follows results filed as active; x = not tested or not shown. An excerpt, so the mix of outcomes need not match the whole.

Molecule | PREPL inh | PAFAH2 FP inh | LYPLA2 counter | LYPLA1 counter | pPAFAH inh | PAD4 FP inh | GSTO1 counter | PAFAH1B3 FP inh | PAFAH1B2 inh
CC[C@@H]1CCCCc2ccccc2[C@@H](C(=O)C[C@H](O)CC(C)=O)OC1=O | 16 | 6 | x | x | -1 | -7 | x | 4 | 8
N#Cc1cc2cc3c(cc2nc1SCC(=O)N1CCOCC1)OCO3 | 14 | 7 | 4 | -1 | 6 | 1 | 9 | 2 | 4
CCn1c(N)c(Br)c(=O)[nH]c1=O | -6 | -5 | 0 | 4 | 0 | -5 | 2 | -5 | 0
O=[N+]([O-])c1ccc(Cl)c(/C=N/N2CCN(Cc3ccccc3Cl)CC2)c1 | 20 | -4 | 1 | -2 | -4 | -4 | -3 | -6 | 3
COc1ccccc1N(CC(=O)Nc1cc(C)on1)S(=O)(=O)c1cccc(C(F)(F)F)c1 | -4 | -4 | 3 | -1 | -3 | 0 | x | 6 | 2
COc1ccc(NC(=O)C2CC(=O)N/C(=N/NC(=O)c3ccc(Cl)cc3)S2)cc1 (centres undefined) | 16 | 9 | 7 | 0 | 6 | 1 | 4 | 9 | 7
Cc1cc(C)cc(NC(=O)C2CCCN(c3nccc(C)n3)C2)c1 (centres undefined) | 4 | 1 | -4 | -6 | -8 | 1 | 7 | -9 | 4
O=C(COC(=O)c1cnccn1)c1ccc(OC(=O)c2ccccc2)cc1 | 2 | 4 | 14 | 3 | 6 | -1 | 2 | 2 | 1
CCOC(=O)CNC(=O)c1cccnc1Oc1ccc(Cl)cc1 | -3 | -8 | 0 | 4 | -2 | 1 | -5 | 9 | -1
O=S(=O)(NC1CCN(S(=O)(=O)c2ccc3c(c2)OCCO3)C1)c1c(F)cccc1F (centres undefined) | 11 | -2 | 4 | 5 | -4 | 2 | x | 7 | 3
Cc1c(C)c(C)c(S(=O)(=O)N2CCSCC2)c(C)c1C | -9 | -3 | 2 | 0 | 1 | 0 | 8 | 4 | 4
CC(=O)c1cnn(-c2nc3c(C)cccc3s2)c1C | 1 | 12 | 3 | 3 | 3 | -3 | -5 | 7 | 1
Cc1ccnn1CC(=O)N/N=C/c1c[nH]c2ccccc12 | 0 | 1 | -1 | -2 | 4 | 2 | 2 | 5 | 5
O=C1OC2(CCCCC2)OC(=O)C1=CNc1nc2ccccc2s1 | 1 | 41* | 3 | 0 | -2 | 2 | -37 | 4 | 9
O=C(C[n+]1cc(Br)cc(Br)c1)c1ccc(Cl)cc1 | 12 | 0 | 1 | -1 | 3 | -7 | -1 | 9 | 5

The list continues:
Molecule | PREPL inh | PAFAH2 FP inh | LYPLA2 counter | LYPLA1 counter | pPAFAH inh | PAD4 FP inh | GSTO1 counter | PAFAH1B3 FP inh | PAFAH1B2 inh
COc1ccc(Nc2nc(N3CCCCC3)c3ccccc3n2)cc1 | 60* | -3 | 26 | 6 | 10 | 3 | 1 | 2 | 5
COc1cccc(NC(=O)CSc2nc3ccccc3nc2N2CCOCC2)c1 | -18 | -1 | -1 | -3 | 21 | -8 | 0 | -7 | 2
Cc1noc(C)c1COC(=O)c1ccc2c(c1)OCO2 | -5 | -2 | -1 | -2 | 1 | 0 | 2 | 3 | 4
O=C1OCCN1C(=O)[C@H]1[C@H](c2ccc([N+](=O)[O-])cc2)C(c2ccccc2)=NN1c1ccccc1 | x | 0 | x | x | 5 | 1 | x | 9 | 5
CCCCn1c(CN2CCN(C(=O)c3ccco3)CC2)nc2c1c(=O)n(C)c(=O)n2C | 9 | 8 | -4 | -1 | 1 | 0 | -6 | 0 | -2
CCCCN(C(=O)c1ccc2c(c1)S(=O)(=O)N=C1CCCCCN12)c1c(N)n(CCCC)c(=O)[nH]c1=O | -3 | 2 | 4 | 3 | 1 | -3 | 11 | 2 | 4
CC(C)c1ccc2oc(-c3ccc(NC(=O)c4ncn[nH]4)cc3)nc2c1 | -6 | -7 | -13 | -9 | -3 | -2 | -15 | -12 | -2
CCOC(=O)N1CCN(C(=O)COC(=O)C2CCN(S(=O)(=O)c3ccc(C)c(C)c3)CC2)CC1 | 4 | -2 | -1 | -1 | 9 | -5 | 9 | 3 | 1
Cc1cc(C)n(-c2nnc(Cl)c3ccccc23)n1 | 3 | -4 | 5 | -1 | 2 | 4 | -1 | -3 | 2
CCOC(=O)Cc1csc(NC(=O)COc2ccccc2OCC)n1 | 8 | 7 | 4 | -1 | 1 | -6 | 3 | 0 | 0
COc1ccc2c(c1)O[C@@H](c1cccc(C(F)(F)F)c1)[C@H](O)C2=O | 2 | 71* | 18 | 3 | 5 | 5 | 3 | 13 | 6
Cc1cccnc1NC(=O)COc1ccc2c(c1)CCC2 | 7 | -3 | 2 | 0 | 7 | 1 | 3 | 3 | 0
COC(=O)CNC(=O)COC(=O)c1cc(Cl)cc(Cl)c1N | -2 | 5 | 1 | 2 | 5 | -4 | 3 | 1 | -6
CN(Cc1ccc(Cl)c(Cl)c1)C(=O)C1CSC2(C)CCC(=O)N12 (centres undefined) | 6 | 3 | -7 | 1 | -2 | -4 | x | 3 | 9
Nc1cc(N)nc(SCc2nnnn2-c2ccc(Cl)cc2)n1 | 0 | -6 | 4 | -6 | 7 | 0 | 5 | 12 | 22

Later entries:
Molecule | PREPL inh | PAFAH2 FP inh | LYPLA2 counter | LYPLA1 counter | pPAFAH inh | PAD4 FP inh | GSTO1 counter | PAFAH1B3 FP inh | PAFAH1B2 inh
CC1Oc2ccccc2N(CC(=O)N2CCCC2)C1=O (centres undefined) | 8 | -1 | 0 | 1 | -1 | -2 | 11 | 6 | -1
O=C(NCc1cccnc1)C(=O)NCC1OCCCN1S(=O)(=O)c1ccc(F)cc1 (centres undefined) | -5 | 5 | -1 | 0 | -3 | 2 | -1 | -6 | 7
Cc1ccccc1CN(c1ccc(C(N)=O)cc1)S(C)(=O)=O | -5 | -9 | -4 | -4 | 4 | -2 | -6 | -3 | 2
CSC(SC)=C(C(C)=O)C(=O)c1ccc(C)cc1 | 13 | -6 | 0 | -2 | 5 | -3 | 26 | 5 | 3
NS(=O)(=O)c1ccc(CCNC(=O)C2CCCN(S(=O)(=O)c3cccnc3)C2)cc1 (centres undefined) | 11 | -5 | -2 | 2 | -2 | -1 | 1 | 9 | -1
CC(C)c1ccc(OCC(=O)Nc2c3c(nn2C(C)(C)C)CS(=O)(=O)C3)cc1 | 14 | 0 | -3 | 2 | -3 | -7 | -3 | 2 | 2
CCOc1cc(NS(=O)(=O)c2ccc(OC)cc2)c(OCC)cc1NC(C)=O | 0 | 2 | -3 | 0 | 2 | -3 | -8 | 9 | 0
Cc1ccc(S(=O)(=O)N[C@H](C(=O)NC2CCC(C)CC2)C(C)C)cc1 (some centres undefined) | 6 | -1 | x | x | 2 | -9 | x | 0 | 14
CC(C)(C)c1ccc(S(=O)(=O)Nc2noc3ccccc23)cc1 | 6 | 8 | 0 | -2 | 7 | 4 | 2 | 3 | 14
O=C(NCc1ccc2c(c1)OCO2)c1ccc(COc2cccc(Cl)c2)o1 | -11 | 2 | -8 | -10 | 7 | 5 | -9 | -1 | 2
Cc1cccc(NC(=O)c2nc[nH]c2C(=O)NCCN(CCNC(=O)c2[nH]cnc2C(=O)Nc2cccc(C)c2)CCNC(=O)c2[nH]cnc2C(=O)Nc2cccc(C)c2)c1 | -28 | -102 | x | x | -1 | -1 | x | -62 | -32
CC(=O)C1=C(C)NC(SCC(=O)c2cc(Cl)ccc2Cl)=C(C#N)C1c1ccco1 (centres undefined) | 4 | 7 | -5 | -9 | 15 | -1 | -2 | -7 | -6
CCOC(=O)N1C(=O)[C@](c2ccc(Cl)cc2)(C(C)C)N1C(=O)OCC | 15 | 4 | -3 | 1 | 1 | 1 | 0 | 0 | -1
O=C(N/N=C/c1ccccn1)c1cc(-c2cccc3ccccc23)n[nH]1 | 15 | -1 | -9 | -12 | -2 | 1 | -15 | 5 | -1
NS(=O)(=O)c1ccc(NC(=S)NCCc2ccccc2)cc1 | -8 | 1 | -10 | -2 | -7 | -6 | 3 | 2 | 7

Additional results
Molecule | PREPL inh | PAFAH2 FP inh | LYPLA2 counter | LYPLA1 counter | pPAFAH inh | PAD4 FP inh | GSTO1 counter | PAFAH1B3 FP inh | PAFAH1B2 inh
O=C(CSCc1ccc([N+](=O)[O-])cc1)N/N=C/c1cccnc1 | -7 | 6 | -3 | 0 | 0 | 2 | 3 | 1 | 5
Cc1ccc(-c2nc(CS(=O)CC(=O)NCc3ccco3)c(C)o2)cc1 (centres undefined) | 2 | 3 | -2 | 1 | -1 | -7 | -3 | 0 | 1
Cc1nc2ccc(S(=O)(=O)N(C)CC(=O)NC(C)c3ccccc3)cc2s1 (centres undefined) | 1 | 7 | 0 | 0 | 1 | -2 | 13 | 14 | 4
Cn1c(CCC(=O)OCC(=O)NCC(F)(F)F)nc(=O)c2ccccc21 | 14 | 0 | 9 | 1 | -2 | -4 | 13 | 6 | 0
COc1cc(SC)ccc1C(=O)N1CCN(c2ccc(O)cc2)CC1 | 2 | 6 | 1 | -1 | 7 | 2 | 11 | 2 | -2
CC(CN1C(C)CCCC1C)OC(=O)c1ccc(F)cc1 (centres undefined) | 0 | -8 | 5 | 5 | 5 | -1 | 1 | 7 | 1
COc1ccc(C(=O)N2CCCC(Nc3ccc(C)c(C)c3)C2)cc1 (centres undefined) | 15 | 0 | -1 | 1 | 7 | -2 | 9 | 11 | 10
O=S(=O)(c1ccc(Cl)cc1)N1CCSC1c1ccco1 (centres undefined) | -9 | 8 | 7 | 1 | 8 | -1 | 4 | 12 | 12
CCCCN(C(=O)c1ccc([N+](=O)[O-])s1)c1c(N)n(CC(C)C)c(=O)[nH]c1=O | 8 | 1 | 4 | 0 | 5 | -6 | 3 | 5 | 8
CCOC(=O)c1c(CSc2ccccc2)oc2ccc(O)cc12 | 6 | 3 | 2 | -4 | 11 | 2 | 1 | 1 | 8
COc1cc(NC(=O)CSc2nc3ccccc3cc2C)c(C(=O)O)cc1OC | 7 | 4 | 6 | 3 | 12 | -2 | -9 | 5 | 12
C=CCn1c(COc2ccccc2F)nnc1SCC(=O)Nc1cc2oc3ccccc3c2cc1OC | -21 | -8 | -17 | -11 | -9 | -5 | -15 | -3 | -3
O=C(COc1ccccc1F)N/N=C1\CCCc2ccccc21 | 2 | 15 | 1 | -3 | -3 | -1 | 2 | 5 | 3
CCN(CC)c1ccc(N=Cc2cc(Br)ccc2O)cc1 | 11 | -1 | -2 | -2 | 24 | 13 | 74* | 7 | -5
C=CCn1cc(C(=O)NCCN(CC)CC)c(=O)c2cc(S(=O)(=O)N3CCCCCC3)ccc21 | -11 | 7 | -4 | 4 | 3 | -3 | -4 | 3 | 4
